Shiga toxin inh – inhibitors of Shiga toxin in Vero cells | 290,000 compounds, 9.2% hits | Vero cells, Shiga toxin protein synthesis inhibition reporter | inhibition, % at 38.7 µM; in the data active = inhibition mostly above about 28%, no sharp cut-off; inactive = mostly below about 43%; also: 0% is about no effect
Pf growth 96h – P. falciparum growth inhibition at 96 hours. P. falciparum luciferase reporter growth, 96 h. 320,000 compounds, 6.9% hits. Potency, µM (top dose mostly 28.7 µM), inactives show at the top dose activity change, negative = inhibition, hits mostly inhibitors. AID 504834; also: potency is read from the fitted curve at half-maximal effect; % is scaled to controls: 0 for no effect and ±100 for the full control effect
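Plates of compound plus infected erythrocytes (2% hematocrit, 0.05% parasitemia final) incubate 96 hours, 37 C, 5% CO2. Detection reagent added; reduced luminescence from the parasites' luciferase reporter flags inhibition.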
FBPA Giardia inh – Giardia lamblia aldolase inhibition; A8B2U2; purified Giardia FBPA; Potency, µM (doses to about 59.6 µM), without a hit: at the highest dose activity, negative = inhibition, most hits filed as inhibitors; 290,000 compounds, 0.71% hits; AID 2451; also: potency is read from the fitted curve at half-maximal effect; % is scaled to controls: 0 for no effect and ±100 for the full control effect; nearly all actives have a fitted effect of over 55% in size
Target sequence (A8B2U2 whole entry, looked up): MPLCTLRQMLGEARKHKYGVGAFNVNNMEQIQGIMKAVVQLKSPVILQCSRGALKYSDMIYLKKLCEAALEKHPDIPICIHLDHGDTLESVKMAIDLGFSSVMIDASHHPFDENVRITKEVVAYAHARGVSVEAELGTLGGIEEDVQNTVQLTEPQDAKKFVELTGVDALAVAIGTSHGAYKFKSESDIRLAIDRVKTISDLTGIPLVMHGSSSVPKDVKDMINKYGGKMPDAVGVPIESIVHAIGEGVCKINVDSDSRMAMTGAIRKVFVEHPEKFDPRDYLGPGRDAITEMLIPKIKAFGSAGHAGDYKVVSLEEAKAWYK
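40 nM FBPA preincubated 10 min at RT with compound (up to 57.5 uM final), then substrate plus GAPDH/TPI/NAD/arsenate coupling and diaphorase/resazurin added. Fluorescence read after 20 min at RT, 525/598 nm.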
Pf growth 48h – P. falciparum growth inhibition at 48 hours (one generation); P. falciparum luciferase growth in erythrocytes, 48 h; Potency, µM (top dose mostly 28.7 µM), for inactives: at the highest dose activity change, negative = inhibition, most hits filed as inhibitors; 310,000 compounds, 5.9% hits; also: potency is read from the fitted curve at half-maximal effect; % is scaled to controls: 0 for no effect and ±100 for the full control effect
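Read-out is firefly luciferase luminescence from an integrated reporter in P. falciparum, so falling signal marks reduced parasite growth. Infected erythrocytes were at 2% hematocrit and 0.1% parasitemia (final) in Albumax-supplemented RPMI 1640.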
Sm TGR inh – inhibitors of Schistosoma mansoni thioredoxin glutathione reductase; 360,000 compounds, 3% hits; purified TGR, DTNB reduction, TNB absorbance 405 nm; Q962Y6; Potency, µM (titrated, usually from 114 µM), for the others: at the top dose activity change, negative = inhibition, actives largely listed as inhibitors; also: potency is read from the fitted curve at half-maximal effect; % is scaled to controls: 0 for no effect and ±100 for the full control effect; nearly all actives have a fitted effect of over 60% in size
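First, TGR (20 nM dispensed) and NADPH were mixed with compound. Second, a 15 min room-temperature incubation followed. Third, further NADPH and then DTNB were added to start the reaction. Finally, TNB absorbance was monitored kinetically.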
Cycloheximide cs – affects cycloheximide protein synthesis inhibition readout, counter-screen. cell reporter, cycloheximide protein synthesis inhibition counterscreen. max response, %. 300,000 compounds, 12% hits. AID 2314; in the data active = max response mostly above about 13%, no sharp cut-off; inactive = mostly below about 14%; also: read at 38.3 µM for the half of the compounds with a filed dose; 0% is about no effect
* hit, by the source's call; ? = inconclusive; . = not tested or not shown; & = joins results of further samples; [ ] = another dose, or the depositor's remark. Unless noted, calls follow the shape of the dose curve; as a rule, active = well fitted curve in the direction sought with a large enough effect; inconclusive = small, poorly fitted or top-dose-only effect, or another doubt; inactive = no such curve, though single readings can be large; an effect the other way counts as inactive or inconclusive.

Screens in order – Shiga toxin inh, Pf growth 96h, FBPA Giardia inh, Pf growth 48h, Sm TGR inh, Cycloheximide cs
CCC(=O)NCCc1nc2cc(NC(=O)c3ccco3)ccc2n1C
    44*, ?, -10%, 93%[activator], -8%, 15*
O=C(NCCCN1CCOCC1)c1ccc2nc(Cc3ccccc3F)oc2c1
    23, 8%, ., 6%, 0%, 22*
Cc1ccc(S(=O)(=O)/N=C(\N)Nc2nc(C)c3cc(C)ccc3n2)cc1
    1, ?, -17%, ?, 9%, 15
O=c1c2cc(NC(=S)NC3CCCC3)ccc2nc2n1CCCCC2
    38, ?, -1%, -10%, ?, 30*
Cc1nn(C)cc1/C=N/NC(=O)Cn1nnc(N)n1
    19, 18%, 1%, 13%, 3%, 1
CC1CN(C(=O)COC(=O)CSc2ccc(C(N)=O)cc2[N+](=O)[O-])CC(C)O1 (configuration not stated)
    ., 37%[activator], ., 12%, -4%, .
CCOC(=O)CNC(=O)Cn1cnc2sc(C)c(S(=O)(=O)N3CCOCC3)c2c1=O
    -4, ?, 0%, 22%, 2%, -4
O=C(Nc1ccc(Oc2ccccc2)cc1)N[C@@H](Cc1ccccc1)C(=O)O
    -3, 18%, 7%, 10%, -10%, 4
CCc1ccc(S(=O)(=O)Nc2cc(SCC(=O)O)c(O)c3ccccc23)cc1
    30*, ?, 4.5µM*, 7.4µM*, 6.3µM*, 9
CC(Nc1ccccc1)C(=O)Nc1ccc(F)cc1 (configuration not stated)
    -9, -18%, -1%, ., -3%, -1
Cc1nc(-c2ccccc2)ccc1C(=O)O
    26, 75%[activator], 1%, 21%, -10%, -2
O=C(O)c1cc(-c2ccc(/C=c3\sc4nc5ccc(Br)cc5n4c3=O)o2)ccc1Cl
    ., ?, -9%, -4%, ?, 12
O=C(c1ccc([N+](=O)[O-])cc1)N(c1ccccn1)c1ccccn1
    -24, -16%, 3%, 9%, -5%[57.1 µM], 1
COc1cc(C(=O)NCc2nnc(SCC(=O)Nc3nccs3)o2)cc(OC)c1OC
    10, -13%, 4%, -1%, 6%, -8
O=C(NCc1ccco1)c1ccc2c(=O)n(-c3ccccc3)c(=O)n(Cc3cccc(F)c3)c2c1
    11, ?, -2%, ?, -9%, 5
C#CCCOC(=O)N1C2=NC(C(=O)OC)=C(C(=O)OC)[C@@H]3N(Cc4ccccc4)c4ccccc4[C@]23C[C@H]1C(=O)OC
    3, ?, 3%[12.9 µM], ?, 6%, -5
Cc1n[nH]c(C)c1CCCCOc1ccccc1[N+](=O)[O-]
    8, ?, ?, 34%[activator], 1%, 7
OCC[C@@H]1C[C@H](O)[C@@H](O)[C@]2(OCc3ccccc32)O1
    -8, ?, 7%, 2%, 2%, 2
Cn1c(CN2CCCC2)nc2cc(NC(=O)c3cccs3)ccc21
    65*, 26%, -11%, 70%[activator], 0%, 35*
CC(CCc1ccccc1)OS(N)(=O)=O (configuration not stated)
    -1, 7%, 8%, 0%, 1%, 1
O=C(NCc1ccco1)c1ccc(Cn2c(=O)c3ccccc3n(Cc3cccc(Cl)c3)c2=O)cc1
    -5, ., 6%, ., -30%, -2
O=C(Cc1ccc(Br)cc1)Nc1cccc(Cl)c1
    22, -8%, -2%, 6%[5.75 µM], 14%, 21*
Cc1ccc(Cl)c2c1NC(=O)C2(O)CC(=O)c1ccc(F)cc1 (configuration not stated)
    -17, 18%, 0%, -2%, 2%, -3
COc1ccc(CCNC(=O)c2nnc(Cc3c(F)cccc3Cl)o2)cc1OC
    -15, ., -1%, ?, 5%, -3
Nc1nc(SCC(=O)N2CCN(c3ccc(F)cc3)CC2)n[nH]1
    ., -19%, ., -10%, -1%, .
O=C(c1cc2ccccc2oc1=O)N(c1ccc(Cl)cc1)C1C=CS(=O)(=O)C1 (configuration not stated)
    -1, -17%, 6%, -6%, 4%, -2
CCCCC1CCC(C(=O)N2CCOCC2)CC1 (configuration not stated)
    3, 2%, 2%, 12%, -7%, -3
Cc1cccc(NC(=S)N2CCN(Cc3ccccc3)CC2)c1C
    -8, ?, 5%, 1%, 6%, 0
COCCNC(=O)c1ccccc1NC(=O)c1ccc(OC)c(OC)c1
    -7, ., 3%, ., 22%[11.4 µM], -3
COc1ccc(OCC(O)CNC(=O)c2ccc(C)cc2)cc1 (configuration not stated)
    -6, 62%[activator], 2%, 33%[activator], 15%, -3
COc1ccc(-c2nnc3sc(-c4cccs4)nn23)cc1OC
    -3, 12µM*, 2%, -9%, -28%, 1
O=C(CSc1nnc(Cc2ccsc2)o1)c1ccccc1
    55, 35%[activator], -1%, 47%[activator], 4%, 21*
CCc1noc(C)c1C(=O)N1CCCC1
    -6, ?, 9%, 12%, 7%, 1
COc1ccc(N2C(=O)CS(=O)C(c3ccccc3)C2=O)cc1 (configuration not stated)
    14, 11%, 0%, 17%, ., -1
Cc1[nH]c2ccccc2c1C(=O)C(=O)NCCCn1ccnc1
    -15, 62%[activator], 2%, 28%, 1%, 5
CCCCOC(=O)CCn1[nH]c(=O)c2ccccc2c1=O
    -9, 38%[activator], -5%, ., 14%[11.4 µM], -4
CC(=O)c1ccc(C(=O)N2CCC(CO)(Cc3cccc(C(F)(F)F)c3)CC2)cc1
    -12, ?, 0%, ?, -4%, 0
Cc1ccc(-n2c(Cc3cccc4ccccc34)n[nH]c2=S)c(C)c1
    -6, ?, 0%, -35%[5.75 µM], 2%, -3
O=C(COC(=O)COc1ccc(Cl)cc1)NC1CCCC1
    ., 10%, ., 5%, 8%, .
O=C(/C=C/c1cc(Br)ccc1F)OCC(=O)N1CCCC1
    ., -22%, ., -23%, 3%, .
CCOc1ccc(CN2CCC(C(=O)N3CCN(c4ccccc4F)CC3)CC2)cc1OC
    -11, 1%, -12%, ?, 1%, 4
Cc1ccc(C(=O)CCC(=O)NN2C(=O)NC3(CCCCC3)C2=O)cc1
    ., 45%[activator], ., 13%, -31%, .
CN(C)c1ccc(C2C3C=CC(C3)C2(C#N)C(=O)O)c(Br)c1 (configuration not stated)
    -6, 13%, 9%, -5%, 4%, -2
CCOC(=O)c1c(C#N)cnn1-c1ccc(C)cc1
    -2, 0%, -1%, 6%, 3%, -4
Cc1cc(C)cc(NC(=O)NNC(=O)c2cc3occc3[nH]2)c1
    -6, 19%, 5%, 13%, ?, -7
CCOc1cc(CNCC(O)c2ccccc2)cc(Cl)c1OC (configuration not stated)
    -14, 299%[activator], -2%, ?, ., -2
COc1ccccc1C1CC(c2cccc(NS(C)(=O)=O)c2)=NN1S(=O)(=O)c1ccccc1 (configuration not stated)
    -8, ?, 4%, ?, 5%, -2
COc1ccc(-c2cnc(N)nc2-c2ccc(OC)cc2)cc1
    2, -19%, 9%, -20%, -4%, -2
NS(=O)(=O)c1ccc(NC(=O)CCC2CCCCC2)cc1
    11, 45%[activator], 6%, 18%, 5%, -3
COc1cc(OC)cc(-c2nnc(SCC(=O)N3CCOCC3)o2)c1
    -4, 3%, 5%, 3.7µM*, 0%, -3
CC(C)(C)[C@@H]1C=C(C(N)=O)O[C@H](OCc2ccc(CO)cc2)C1
    -2, -12%, -16%, 40%[activator], -4%, -4
O=c1[nH]c2cc3c(cc2cc1C(c1nnnn1Cc1ccccc1)N1CCN2CCCC2C1)OCCO3 (configuration not stated)
    11, 12µM*, -7%, ?, ?, 6
O=Cc1c(OCc2ccccc2)ccc2ccccc12
    78*, 47%[activator], -16%, 56%[activator], 3%, 47*
C=CCOC(=O)C1C(=O)CC(C)(O)C(C(=O)OCC=C)C1c1ccc(OC)cc1 (configuration not stated)
    -3, 0%, 0%, -7%, 4%, 1
Cc1ccccc1-n1c(SCC(=O)N2CCOCC2)nc(O)c(Cc2ccccc2)c1=O
    -5, -3%, 13%, 51%[activator], 1%, -2
CCOC(=O)c1c(C)[nH]sc1=S
    -12, -27%, -17%, 44%[activator], 9%, -4
COc1cccc(CNC(=O)CCn2c(=O)oc3ccccc32)c1
    -9, -2%, 5%, 1%, 1%, 0
O=C(Nc1cccc(NC(=O)c2ccco2)c1)c1cccc(Br)c1
    86*, -13%, 6%, 0%, 0%, 21
COc1cc(/C=C(\C#N)C(=O)Nc2ccccc2)ccc1OCCN1CCOCC1
    45*, ?, 1%, 33%[activator], -12%, 27*
CC(NC(=O)C1CC1)C(c1cccs1)N1CCN(c2ccccc2)CC1 (configuration not stated)
    3, 0%, 0%, -27%, 1%, 1

The list goes on:
Screens in order – Shiga toxin inh, Pf growth 96h, FBPA Giardia inh, Pf growth 48h, Sm TGR inh, Cycloheximide cs
CCCCNC(=O)CSc1nc2ccccc2n1S(=O)(=O)c1ccc(Br)cc1
    33, -12%, 13%, -5%, 9%, 14
C=CC(COCc1ccccc1)N(C(=O)OC(C)(C)C)S(=O)(=O)c1ccccc1Br (configuration not stated)
    -2&2, ?, -9%&-18%, ?, -6%, 5&-2
CCOC(=O)[C@@H]1[C@H]2COc3cc(OC)ccc3[C@H]2N2C(=O)N(c3cccc(Cl)c3)C(=O)[C@]12C
    -3, ?, ?, ?, 4%, 1
COc1ccc(CCNC(=O)c2ccccc2SC)cc1
    -3, -27%, 3%, -13%, 27%, 3
O=C(COC(=O)C1CCC1)NC(=O)c1ccccc1
    ., 51%[activator], ., 18%, -4%, .
Cc1nc2ccccc2nc1CSc1nncs1
    12, ?, -1%, ?, -5%, -2
CCn1cc(/C=C(\NC(=O)c2ccc(OC)c(OC)c2)C(=O)NCCN2CCOCC2)c2ccccc21
    -2, ?, -15%, -2%, -29%, -2
COc1ccc(OC)c(-c2csc(NC(=O)C3c4ccccc4Oc4ccccc43)n2)c1
    -10, 0%, 4%, -7%, 1%, -2
COc1ccc(C(CCNCc2ccc(OC)c(OC)c2)c2ccc(F)cc2)cc1 (configuration not stated)
    7, ?, 4%, 9.3µM*, -2%, -1
O=C(CSc1nc(-c2ccccc2)c(-c2ccccc2)[nH]1)Nc1nccs1
    -16, 35%[activator], 0%[12.9 µM], 28%, 7%, 0
COc1cccc(CNC(C)(C)CO)c1OCc1ccc(Cl)cc1
    -10, -11%, -1%, ?, ., -3
c1ccc(CNc2nc(-c3cccs3)nc3ccccc23)nc1
    -4, -19%, -11%, 2%, 2%, 0
COCCCn1c(=O)c2ccccc2n(CC(=O)NCCC2=CCCCC2)c1=O
    -7, 5%, 17%, ?, -3%, -3
COc1ccc(N2CCN(CCS(=O)(=O)c3cc(Cl)ccc3Cl)CC2)cc1
    ., -12%, ., ?, -10%, .
Oc1nc(Nc2ccccc2)sc1/C=C1\C=Nc2ccccc21
    64*, 51%[activator], -7%, 17%, 10%, 49*
CCCCCN(C(=O)CCC(=O)OCC(=O)N1C(C)CCCC1C)c1c(N)n(CCCC)c(=O)[nH]c1=O (configuration not stated)
    23, -10%, ., 3%, -7%, 1
CC(=O)Nc1cccc(/C(C)=N/Nc2nc3ccccc3s2)c1
    113*, 33%[activator], -9%, 409%[activator], 0%, 39*
COc1ccccc1/C=C/C=N/NC(=O)Cc1cccn1C
    26, -4%, -6%, 21%, -26%, -2
O=S(=O)(NC1CCC(NS(=O)(=O)c2c(F)cccc2F)CC1)c1ccc2c(c1)OCCO2 (configuration not stated)
    8, 18%, ., 5%, -1%, 12
CCOC(=O)N1CCC(NC(=O)Cn2cc3c(n2)CCCC3)CC1
    -4, ?, 1%, 11%, -1%, -3

3 neighbouring entries already listed, quoted:
Screens in order – Shiga toxin inh, Pf growth 96h, FBPA Giardia inh, Pf growth 48h, Sm TGR inh, Cycloheximide cs
COc1ccccc1/C=C/C=N/NC(=O)Cc1cccn1C
    26, -4%, -6%, 21%, -26%, -2
O=S(=O)(NC1CCC(NS(=O)(=O)c2c(F)cccc2F)CC1)c1ccc2c(c1)OCCO2 (configuration not stated)
    8, 18%, ., 5%, -1%, 12
CCOC(=O)N1CCC(NC(=O)Cn2cc3c(n2)CCCC3)CC1
    -4, ?, 1%, 11%, -1%, -3

High-throughput results as filed in PubChem BioAssay.
